Source: PubChem (several laboratories)
AI-2 QS mod – Vibrio harveyi AI-2 quorum sensing modulation; Vibrio harveyi JMH597 AI-2 luminescence/OD600 ratio, 9 h; hits give low values; strain lacks LuxN and CqsS sensors; 0 = neutral-control median; activity change, % at 7.5 µM; hit rate 0.4% among 300,000; AID 2094; in the data active means activity change below about -75%, passing the limit was not always enough;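 further: luminescence divided by OD600 gain over 9 h not by final OD600 alone; inactives centre near 13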
MrgX1 ag – human MrgX1 receptor agonism, primary screen; Q96LB2; AID 588627; B-score at 10 µM; MrgX1-HEK293 cells, Fluo-4 calcium fluorescence, agonist mode; hits give high values; hit rate 0.44% among 310,000;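 active means calcium response B-score plate-corrected fluorescence ratio at least 3 library SD, with starting fluorescence B-score inside 5 SD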
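Test system: HEK293 cells stably expressing human MrgX1 receptor; amount: 15,000 cells per well; doses: compound delivered in addition one of three; times: overnight plating before 1 h dye loading; detection: Fluo-4 NW calcium-flux fluorescence, kinetic read; read-out basis: B-scored fluorescence response ratio; controls: positive and negative controls per plate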
MrgX1 PAM – allosterically activates human MrgX1 receptor signaling; AID 588675; B-score at 10 µM; hit rate 0.63% among 310,000; MrgX1-HEK293, Fluo-4 calcium flux, FDSS; hits give high values;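 active means plate-corrected calcium response at least 3 library SD above typical, normal starting fluorescence, not activating the receptor alone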;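 further: compound read alongside a low EC10 to EC30 dose of BAM8-22 agonist; peak minus trough fluorescence over baseline measured at the second addition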
TRPC4 potent – TRPC4 (mouse) allosteric potentiation | Q9QUQ5 | hit rate 0.42% among 310,000 | HEK293 TRPC4beta/mu-opioid, DAMGO EC20, Fluo-4 Ca2+ flux; hits give high values | B-score at 10 µM | AID 2227;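 active means B-score of calcium response area above 5 SD of library B-scores, with initial fluorescence ratio within 5 SD of library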;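 further: B-score of integrated fluorescence ratio over time as area under calcium response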
Target sequence (Q9QUQ5 whole entry, looked up): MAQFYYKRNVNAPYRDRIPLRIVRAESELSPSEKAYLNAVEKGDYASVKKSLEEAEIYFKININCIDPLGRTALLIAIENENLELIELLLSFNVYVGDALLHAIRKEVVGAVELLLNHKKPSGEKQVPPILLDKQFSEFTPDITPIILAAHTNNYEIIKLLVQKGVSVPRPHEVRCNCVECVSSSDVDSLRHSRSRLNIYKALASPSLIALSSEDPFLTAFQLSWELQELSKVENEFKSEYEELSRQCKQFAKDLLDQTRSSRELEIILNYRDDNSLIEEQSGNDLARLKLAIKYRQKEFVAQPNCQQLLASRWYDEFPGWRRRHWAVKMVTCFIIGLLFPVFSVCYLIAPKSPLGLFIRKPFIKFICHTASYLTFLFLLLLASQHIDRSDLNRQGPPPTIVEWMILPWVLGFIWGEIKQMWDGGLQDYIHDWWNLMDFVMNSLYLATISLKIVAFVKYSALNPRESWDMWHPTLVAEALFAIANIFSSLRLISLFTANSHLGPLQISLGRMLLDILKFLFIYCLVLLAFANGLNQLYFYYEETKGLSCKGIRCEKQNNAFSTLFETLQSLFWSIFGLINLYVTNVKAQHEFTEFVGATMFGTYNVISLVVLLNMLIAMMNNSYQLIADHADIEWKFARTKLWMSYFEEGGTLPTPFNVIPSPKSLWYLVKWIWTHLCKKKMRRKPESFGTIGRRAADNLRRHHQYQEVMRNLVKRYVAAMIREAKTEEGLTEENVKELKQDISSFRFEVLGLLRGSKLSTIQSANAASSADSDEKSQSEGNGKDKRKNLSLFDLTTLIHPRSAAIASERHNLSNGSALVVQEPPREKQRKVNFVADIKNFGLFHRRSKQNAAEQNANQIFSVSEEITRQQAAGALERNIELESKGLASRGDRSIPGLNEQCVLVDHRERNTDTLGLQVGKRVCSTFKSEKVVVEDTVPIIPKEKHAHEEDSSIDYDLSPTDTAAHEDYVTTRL
TRPC6 inh – inhibitors of mouse TRPC6 channel. HEK293-TRPC6, membrane potential dye, ACh-evoked depolarization; hits give low values. Q61143. hit rate 1.1% among 310,000. B-score at 10 µM;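 active means B-score under library mean minus 3 SD, initial fluorescence not abnormally high, positive integrated signal ratio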;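 further: B-score derived from integrated fluorescence ratio over the kinetic read; more negative B-score means stronger inhibition of depolarization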
HIF activator – HIF pathway transcriptional activation; hit rate 0.32% among 300,000; U2OS HRE-luciferase reporter, luminescence; normalized: DMSO 0%, desferrioxamine 100%; activation, % at 7.5 µM (by protocol); AID 1910;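 active means mean activation of at least 10% of the iron chelator positive control signal, with at least half of replicates also reaching 10%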
PolyA inhibitor – yeast polyadenylation inhibition; hit rate 0.02% among 300,000; calls only at 12 µM; S. cerevisiae SKY197-pL101 polyadenylation reporter, beta-gal luminescence; efflux-impaired pdr1/pdr3 knockout yeast; score 100 = 6 SD above DMSO;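 active means lowest replicate activity score at least 50, where 100 means six control SD above control mean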;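 further: yeast exposed to compound for 9 h at 30 °C; higher score means more reporter readthrough which indicates perturbed polyadenylation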
TRPC4 inh – TRPC4 (mouse) channel inhibition; B-score at 10 µM; HEK293 TRPC4beta/mu-opioid, DAMGO-evoked Fluo4 calcium flux; hits give low values; hit rate 0.39% among 300,000;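 active means B-score over 3 SD under the library average, no early fluorescence shift, positive overall ratio signal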
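Assay system – HEK293 line stably carrying TRPC4beta and mu-opioid receptor · Doses – single dose · Detection – Fluo4 calcium-dye fluorescence, kinetic read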
TRPC4 act – activators of mouse TRPC4 channel; Q9QUQ5; HEK293 TRPC4beta/mu-opioid, Fluo4 calcium fluorescence; hits give high values; B-score at 10 µM; hit rate 0.49% among 310,000; AID 2237;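 active means B-score above 5 SD of library B-scores, and initial fluorescence ratio not above library mean plus 5 SD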;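 further: positive B-score marks a calcium rise read as TRPC4 activation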
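Technique: kinetic Fluo4 calcium fluorescence; Test system: TRPC4beta and mu-opioid receptor HEK293 stable cells; Measure: B-scored integrated calcium fluorescence ratio; Benchmarks: low control buffer alone, high control maximal DAMGO; Schedule: 45 min room-temperature Fluo4 loading, 110 s read.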
TRPC6 activator – mouse TRPC6 channel activation; Q61143; HEK293-TRPC6 membrane potential dye fluorescence; hits give high values; B-score at 10 µM; hit rate 0.13% among 310,000; AID 2550;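 active means B-score of the integrated fluorescence ratio above library mean plus 3 SD, and starting fluorescence ratio within library mean plus 5 SD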;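 further: higher score means more depolarization so channel activation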
MrgX1 antagonist – human MrgX1 receptor antagonism, primary screen | B-score at 10 µM | MRGX1-HEK293 calcium flux, Fluo-4, BAM8-22 antagonism; hits give low values | Q96LB2 | hit rate 1.3% among 310,000;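 active means calcium-response B-score plate-corrected more than 3 library SD below zero, starting fluorescence within 5 deviations, no agonist response on first addition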;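 further: peak minus trough fluorescence over baseline after final BAM8-22 challenge near maximal dose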
Numbers without * were called inactive; i = inactive; nt = no result given. A portion of the library. The share of hits here may be higher or lower than overall.

SMILES | AI-2 QS mod | MrgX1 ag | MrgX1 PAM | TRPC4 potent | TRPC6 inh | HIF activator | PolyA inhibitor | TRPC4 inh | TRPC4 act | TRPC6 activator | MrgX1 antagonist
CCOc1ccc(NC(=O)CN(C)S(=O)(=O)c2ccc3c(c2)CCC(=O)N3)cc1 | 9 | i | i | i | i | -0.5 | i | i | i | i | i
Cn1c(/C(C#N)=C(\O)c2ccc([N+](=O)[O-])cc2)nc2ccccc21 | 17 | i | i | i | i | 0.4 | i | i | i | i | i
CCOc1ncccc1C(=O)NCC1COc2ccccc2O1 (stereo unspecified) | 10 | i | i | i | i | -0.8 | nt | i | i | i | i
O=C(CCl)N=c1sccn1Cc1cccc2ccccc12 | 14 | nt | nt | i | i | -0.4 | i | i | i | i | nt
COC(=O)C1=C(C)N(c2cccc(Cl)c2)C(=O)C1 | 15 | i | i | i | i | 0.0 | i | i | i | i | i
CCOC(=O)N1CCN(C(=O)c2ccc3ccccc3c2)CC1 | 22 | i | i | i | i | -11 | i | i | i | i | i
Cn1c(SCc2cccc3ccccc23)nnc1-c1ccco1 | -6 | i | i | i | i | 1.0 | i | i | i | i | i
CC1CC(C)CN(c2ccc(NS(=O)(=O)c3ccccc3)cc2C(=O)O)C1 (stereo unspecified) | 5 | i | i | i | i | 0.0 | i | i | i | i | i
Cc1cc(Nc2cccc(Cl)c2)nc(N2CCOCC2)n1 | 10 | i | i | i | i | -0.2 | i | i | i | i | i
COc1ccc(CNc2cccc3[nH]c(C(F)(F)F)nc23)cc1 | 27 | i | i | i | i | 0.9 | i | i | i | i | i
CCOc1ccc(CCNC(=O)CS(=O)Cc2nc(-c3ccc(C)cc3)oc2C)cc1 (stereo unspecified) | 10 | i | i | i | i | -0.3 | i | i | i | i | i
C=CCOc1ccc(/C=C/C(=O)OCC(=O)NCCc2ccccc2)cc1 | 43 | i | i | i | i | 0.0 | i | i | i | i | i
CCOC(=O)C1=C(c2ccccc2)NC(SCC(=O)Nc2ccccc2C)=C(C#N)C1c1ccco1 (stereo unspecified) | 36 | i | i | i | i | -0.2 | i | i | i | i | i
Cc1noc(C)c1COC(=O)c1cc2c(C)nn(-c3ccc(F)cc3)c2s1 | 21 | i | i | i | i | -2.0 | i | i | i | i | i
Cc1ccc(-n2ncc3c(=O)n(CC(=O)NC4CCCCC4)cnc32)cc1 | 32 | i | i | i | i | 0.2 | i | nt | i | i | i
c1ccc(COn2nnc3ccccc32)c(COn2nnc3ccccc32)c1 | 3 | i | i | i | i | nt | i | i | i | i | i
COc1ccc(C(=O)N2CC(=O)Nc3ccc(F)cc3C2c2ccccc2)cc1 (stereo unspecified) | 10 | i | i | i | i | -1.6 | i | i | i | i | i
O=C(NCC(c1cccs1)N1CCOCC1)c1cn(-c2ccccc2)nc1-c1ccc(F)cc1 (stereo unspecified) | 24 | i | i | i | i | -0.3 | i | i | i | i | i
O=C1CC(c2ccc(F)cc2)CC(O)=C1C1NCCc2ccccc21 (stereo unspecified) | 24 | i | i | i | i | 0.4 | i | i | i | i | i
Cc1cc(C)n(/C(=C/N(C)C)C(=O)c2ccccc2)n1 | 10 | i | i | i | i | -0.8 | i | i | i | i | i
CN(C)c1ccc(/C=C/C=C2/SC(=S)N(c3ccccc3)C2=O)cc1 | 17 | i | i | i | i | 0.0 | i | nt | i | i | i
Cc1cc(C(C)(C)C)oc1C(=O)N(CC(=O)NC1CCCC1)Cc1ccccc1Cl | 32 | i | i | i | i | -0.1 | i | i | i | i | i
CC1CC(C)(C)n2c(O)c(N=NC(N)=S)c3cccc1c32 (stereo unspecified) | 15 | i | i | i | i | 0.0 | i | i | i | i | i
Cc1ccc(CCNC(=O)C2CCN(C(=O)N(C)C)CC2)cc1 | 14 | i | i | i | i | -0.1 | i | i | i | i | i
Cc1ccc(/C=N/NC(=O)CN2CCN(Cc3ccccc3Cl)CC2)o1 | 11 | i | i | i | i | 143* | i | i | i | i | i

Gathered by group: those above with a Cl atom.
SMILES | AI-2 QS mod | MrgX1 ag | MrgX1 PAM | TRPC4 potent | TRPC6 inh | HIF activator | PolyA inhibitor | TRPC4 inh | TRPC4 act | TRPC6 activator | MrgX1 antagonist
O=C(CCl)N=c1sccn1Cc1cccc2ccccc12 | 14 | nt | nt | i | i | -0.4 | i | i | i | i | nt
COC(=O)C1=C(C)N(c2cccc(Cl)c2)C(=O)C1 | 15 | i | i | i | i | 0.0 | i | i | i | i | i
Cc1cc(Nc2cccc(Cl)c2)nc(N2CCOCC2)n1 | 10 | i | i | i | i | -0.2 | i | i | i | i | i
Cc1cc(C(C)(C)C)oc1C(=O)N(CC(=O)NC1CCCC1)Cc1ccccc1Cl | 32 | i | i | i | i | -0.1 | i | i | i | i | i
Cc1ccc(/C=N/NC(=O)CN2CCN(Cc3ccccc3Cl)CC2)o1 | 11 | i | i | i | i | 143* | i | i | i | i | i

Following part
SMILES | AI-2 QS mod | MrgX1 ag | MrgX1 PAM | TRPC4 potent | TRPC6 inh | HIF activator | PolyA inhibitor | TRPC4 inh | TRPC4 act | TRPC6 activator | MrgX1 antagonist
COc1ccc(Cl)cc1-n1c(=S)sc2c(=O)[nH]c(SCC(=O)NCCC(C)C)nc21 | 18 | nt | nt | i | i | -0.9 | i | i | i | i | nt
COc1ccccc1NC(=O)CN(Cc1ccco1)C(=O)c1ccc(Cl)nc1 | -8 | i | i | i | i | 0.2 | i | i | i | i | i
COc1ccccc1OCCC(=O)NCc1ccc2c(c1)OCO2 | 8 | i | i | i | i | -0.3 | i | i | i | i | i
COc1ccc(NC(=O)CN(C)C(=O)CCCNC(=O)c2ccc(Cl)cc2)cc1 | 31 | i | i | i | i | 1.4 | i | i | i | i | i
COC(=O)N/N=C/c1ccccc1Cl | 9 | i | i | i | i | -0.1 | i | i | i | i | i
CCOc1ccc(-c2cc(C)n3nc(C(N)=O)cc3n2)cc1 | 23 | i | i | i | i | 0.6 | i | i | i | i | i
CCC(C)NC(=O)C(NS(=O)(=O)c1cccc2nsnc12)c1ccccc1 (stereo unspecified) | 2 | i | i | i | i | -0.9 | i | i | i | i | i
Cc1ccc(NC(=O)c2ccc(-n3cccn3)c([N+](=O)[O-])c2)cc1C | 29 | i | i | i | i | 1.5 | i | i | i | i | i
COc1cc(-n2c(C)nc3cc(C(=O)NCc4ccco4)ccc32)cc(OC)c1OC | 11 | i | i | i | i | 0.4 | i | i | i | i | i
Cc1cccc(Nc2nnc(SCC(=O)c3ccc(O)cc3O)s2)c1 | 37 | i | i | i | i | 0.2 | i | i | i | i | i
CCCc1nc(SCC(=O)O)c2sc(=S)n(-c3ccccc3)c2n1 | -1 | i | i | i | i | 0.4 | i | i | i | i | i
COC(=O)c1cc(=O)n(CCc2ccc(OC)c(OC)c2)c(=Nc2ccc(F)c(Cl)c2)s1 | 25 | i | i | i | i | 0.2 | i | i | i | i | i
CCN1CCN(S(=O)(=O)c2ccc(F)c(C(=O)Nc3c(F)cc(F)cc3Br)c2)CC1 | 14 | i | i | i | i | 0.5 | i | i | i | i | i
Cc1c(CCC(=O)O)c(=O)oc2cc(OCc3ccccc3Br)ccc12 | 19 | i | i | i | i | -1.8 | i | i | i | i | i
CCSc1nnc(-c2ccccc2N)c(=O)[nH]1 | 2 | i | i | i | i | 1.6 | i | i | i | i | i
O=C(NS(=O)(=O)c1ccccc1)c1cccc(Br)c1 | 38 | i | i | i | i | -0.4 | i | i | i | i | i
Cc1cc(C)nc(SCc2ccc(F)cc2)n1 | 13 | i | i | i | i | 0.4 | i | i | i | i | i
O=C(NNC(=S)NCC1CCCO1)c1cccc(S(=O)(=O)N2CCOCC2)c1 (stereo unspecified) | 10 | i | i | i | i | -0.5 | i | i | i | i | i
O=C1OC(Nc2ccccn2)c2ccccc21 (stereo unspecified) | 13 | i | i | i | i | -0.2 | i | i | i | i | i
COc1ccc(CCN=C2SCC(=O)N2Cc2ccccc2)cc1OC | 10 | i | i | i | i | -0.3 | i | i | i | i | i
COC(=O)c1cc(C#N)c(=O)[nH]c1C | 19 | i | i | i | i | 0.0 | i | i | i | i | i
Cc1cnc(C(=O)NNC(=O)c2ccc(Br)cc2)cn1 | 40 | i | i | i | i | 0.2 | i | i | i | i | i
COc1ccc(N(CC(=O)Nc2cc(C)ccc2C)S(=O)(=O)c2c(C)noc2C)cc1 | 23 | i | i | i | i | 0.8 | i | i | i | i | i
O=C(NCc1ccco1)c1cccnc1Cl | 15 | i | i | i | i | nt | i | i | i | i | i
C[C@@]12CCC=C[C@H]1[C@H](c1ccc(C(F)(F)F)cc1)N(Cc1ccccc1)C2=O | 21 | i | i | i | i | 0.0 | i | i | i | i | i
Carrying on:
SMILES | AI-2 QS mod | MrgX1 ag | MrgX1 PAM | TRPC4 potent | TRPC6 inh | HIF activator | PolyA inhibitor | TRPC4 inh | TRPC4 act | TRPC6 activator | MrgX1 antagonist
Cc1cc(/C=N/Nc2ccc([N+](=O)[O-])cn2)c(C)n1-c1cccc(C(=O)O)c1 | 42 | i | i | i | i | 0.2 | i | i | i | i | i
Cc1cc(C)cc(NC(=O)c2ccc(CNc3c(N4CCOCC4)c(=O)c3=O)cc2)c1 | 41 | i | i | i | i | -0.1 | nt | i | i | i | i
CC(C)(C)c1ccc(NC(=O)C(=O)C2C(=O)Nc3ccccc32)cc1 (stereo unspecified) | 13 | i | i | i | i | 1.9 | i | i | i | i | i
CCC1(CC)NC(=O)N(CC(=O)OC(C)C(=O)Nc2ccccc2OC)C1=O (stereo unspecified) | -7 | i | i | i | i | -1.1 | i | i | i | i | i
CC(C)(Cc1ccc(O)cc1)NC(=O)CC(=O)N/N=C/c1ccc(Cl)cc1 | nt | i | i | i | i | -3.6 | i | i | i | i | i
NS(=O)(=O)c1ccc(CCNC(=O)c2cc(-c3ccccn3)nc3ccc(Br)cc23)cc1 | 1 | i | i | i | i | -0.8 | i | i | i | i | i
CC(=O)c1cnc2nc(SCc3ccccc3C)nn2c1C | 5 | i | i | i | i | 0.4 | i | i | i | i | i
Cc1ccc(C)c(N(Cc2cc3ccc(C)cc3[nH]c2=O)C(=O)c2ccco2)c1 | 35 | i | i | i | i | 0.1 | i | i | i | i | i
Cc1cc(CNC(=O)c2ccc3oc(C(C)C)nc3c2)nn1C | 4 | i | i | i | i | 0.0 | i | i | i | i | i
CCn1c(Cc2ccccc2)n[nH]c1=S | 2 | i | i | i | i | 0.1 | i | i | i | i | i
